Large T inhibition: SV40 large T antigen inhibitors, biochemical (AID 1903) | SV40 large T antigen ATPase/helicase inhibition assay; higher % means a stronger effect | inhibition, % at 20 µM; hits with a dose series show IC50 in µM | 310,000 tested, 0.39% active; in the data active means a potency from the dose series; further: strong numbers were not always called active
RSV antiviral HEp-2: RSV antiviral activity via CPE protection, HEp-2 cells, primary 10 µM value included (AID 2391); 310,000 tested, 0.13% active; CPE inhibition, % at 10 µM; hits with a dose series show IC50 in µM; HEp-2 cells, RSV-induced CPE inhibition; higher % means a stronger effect; in the data active means a potency from the dose series; further: strong numbers were not always called active
Myeloid diff MLP: myeloid differentiation induction; ER-HoxA9 myeloid progenitors, lysozyme-GFP differentiation, flow cytometry; calls only at 10 µM; 360,000 tested, 1% active; AID 624256;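 active means normalized GFP-positive differentiation at or above the plate's own cutoff, the solvent-only control mean plus 3 SD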;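 further: cells exposed to compound for four days before flow analysis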
TNAP activators: human TNAP enzyme activators, primary screen, biochemical, luminescent, no phosphate acceptor, uHTS (AID 1001). purified TNAP, luminescent activation assay, no phosphate acceptor; higher activation fold means a stronger effect. activation fold at 20 µM; hits with a dose series show EC50 in µM. 200,000 tested, 0.03% active; in the data active means activation fold from about 3, or a potency from the dose series; inactive means the rest, 99 in 100 with activation fold below about 1.6; further: many of its hits are not listed in these tables
Rac1 GTP hydrolysis: MgcRacGAP GTPase-activating activity inhibitors, confirmation, biochemical, ADP Hunter fluorescence. MgcRacGAP-stimulated Rac1 GTP hydrolysis, ADP Hunter fluorescence; higher % means a stronger effect; GST-tagged Rac1 F28L mutant substrate. one-dose inhibition, % at 30 µM; IC50 in µM for titrated hits. 340,000 tested, 0.6% active. AID 624330;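 active means first-screen hits whose inhibition reached a set limit at any dose in the follow-up dose series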;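 further: fluorescence reports GDP produced by GAP-driven GTP hydrolysis; strong numbers were not always called active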
Salmonella PhoP GFP: inhibitors of PhoP regulon expression, primary screen, Salmonella Typhimurium, GFP reporter (AID 1863) | S. Typhimurium PhoP-regulated promoter GFP reporter, 4 h; higher % means a stronger effect | inhibition, % at 50 µM, or IC50 in µM where a hit was titrated | 300,000 tested, 0.16% active;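 active means inhibition over 29.93%, a cutoff 3 SD above the screen mean, later confirmed by dose response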;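 further: 0% = low Mg2+ inducing control and 100% = high Mg2+ repressing control; strong numbers were not always called active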
NTR1 ag: NTR1-driven beta-arrestin-GFP spot formation – imaging, U2OS cells, high content, primary screen (AID 493036); P30989; agonist mode; activation, % at 20 µM; 330,000 tested, 0.17% active;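 active means activation at or above 40% of the spot to cytoplasm intensity ratio, with at least 20 cells analyzed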;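 further: 0% = DMSO without peptide and 100% = 100 nM NTR1 peptide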
Target sequence (P30989 whole entry, looked up): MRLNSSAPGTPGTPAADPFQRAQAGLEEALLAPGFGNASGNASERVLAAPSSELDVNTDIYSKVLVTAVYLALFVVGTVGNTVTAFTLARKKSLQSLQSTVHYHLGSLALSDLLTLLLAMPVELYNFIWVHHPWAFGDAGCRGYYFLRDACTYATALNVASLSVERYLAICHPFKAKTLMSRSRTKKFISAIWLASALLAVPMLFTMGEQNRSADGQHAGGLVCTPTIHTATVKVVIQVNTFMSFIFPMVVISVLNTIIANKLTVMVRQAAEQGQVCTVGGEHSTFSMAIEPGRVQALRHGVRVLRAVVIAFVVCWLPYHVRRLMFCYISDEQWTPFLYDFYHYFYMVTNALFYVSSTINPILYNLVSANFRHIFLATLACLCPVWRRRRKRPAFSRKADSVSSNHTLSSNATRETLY
K1F lysis inhibition: protection from phage-mediated lysis, alamar blue read-out – E. coli UTI89, K1F phage, bacterial capsule biogenesis inhibitors (AID 488966) | E. coli UTI89 K1F phage lysis, alamar blue, 2 h; higher % means a stronger effect | inhibition, % at 100 µM; hits with a dose series show IC50 in µM | 340,000 tested, 0.02% active;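 active means phage lysis inhibition, versus mean bacterial control, above a set limit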;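 further: capsule biogenesis inhibitors block K1F phage lysis so surviving cells raise fluorescence; higher fluorescence means more inhibition of phage lysis; actives were called in the ten point dose series up to 300 µM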
T cell HTS: T cell immune modulation candidate; 2C CD8+ T cell-vesicle binding, flow cytometry; stronger effect = lower value; 330,000 tested, 0.068% active; calls only at 7 µM; AID 2052;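 active means response, share of CD8 T cells binding vesicles, and their 90th percentile fluorescence all below set limits, cut at about 80% in these data, passing the limit was not always enough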
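System: murine 2C transgenic CD8+ T lymphocytes; also added: QL9-loaded Drosophila micro-vesicles; times: binding 1.5 h at 37 °C; measured by: flow cytometry, PE anti-B7-1 (FL2) versus Alexa647 anti-CD8 (FL8), PFA-fixed; control set: Peptide-free naked vesicles (low) and QL9 vesicles with 0.7% DMSO vehicle (high)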
T cell HTS vesicle-bound %: also measured in T cell HTS; calls as there; double positive events, %; measured here: CD8+ vesicle-bound cell fraction;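 binding gate set so that unloaded-vesicle control wells show 10% double positive cells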
NTR1 ag cell count 20 µM: recorded beside NTR1 ag, whose call it bears; cell count; measured here: cell count, cytotoxicity flag
Myeloid diff MLP GFP+ MAC1+ %: also measured in Myeloid diff MLP; calls as there; GFP+ MAC1+ double positive, %; measured here: differentiation confirmed by MAC1 staining
An asterisk follows results filed as active; i = inactive; · = not tested or not shown; [ ] = another dose, or the depositor's remark.

SMILES	Large T inhibition	RSV antiviral HEp-2	Myeloid diff MLP	Myeloid diff MLP GFP+ MAC1+ %	TNAP activators	Rac1 GTP hydrolysis	Salmonella PhoP GFP	NTR1 ag	NTR1 ag cell count 20 µM	K1F lysis inhibition	T cell HTS	T cell HTS vesicle-bound %
CC1CCN(C2(O)C(=O)Nc3ccc([N+](=O)[O-])cc32)CC1 (centres undefined)	1%	0.4%	i	1.3	1.1	6%	-2%	1.4	70	0.5%	i	37
CN1CC(=O)N(CC(=O)Nc2ccc(N(C)C)cc2)c2ccccc2C1=O	37%	2.0%	i	2.9	1.1	57µM*	-4%	0.4	63	0.3%	i	25
CC(=O)Nc1ccc(S(=O)(=O)NC(C(=O)O)C(C)O)cc1 (centres undefined)	12%	1.3%	i	0.4	·	9%	-5%	-0.8	60	0.6%	i	57
CC(C)C(=O)OC1CCS(=O)(=O)c2sccc21 (centres undefined)	10%	0.6%	i	0.5	1	7%	2%	-0.2	28	0.2%	i	24
CC(C)C(C)NC(=O)CSc1ccc(S(=O)(=O)N2CCOCC2)cn1 (centres undefined)	·	0.6%	i	0.8	·	-7%	·	-1.3	35	0.0%[50 µM]	i	24
Cc1cc(C)n(CCN(C)C(=O)CCc2nnc(-c3ccc4c(c3)OCO4)o2)n1	-5%	0.5%	i	0.2	1.1	5%	-1%	1.6	42	-0.4%	i	30
O=C(CCCNC(=O)/C(=C\c1ccc(F)cc1)NC(=O)c1ccccc1)OCc1ccccc1	8%	0.8%	i	1.1	1.1	9%	8%	0.5	56	0.7%	i	38
O=c1cc(CN2CCN(c3ccccc3F)CC2)c2cc(O)c(-c3ccccc3)cc2o1	5%	0.3%	i	0.8	1.1	8%	8%	1.6	67	2.6%[50 µM]	i	59
CC(=O)NC(=S)Nc1ccc(NC(=O)COc2ccc(Cl)cc2)cc1	8%	4.2%	i	0.2	1	7%	4%	0.6	81	0.8%	i	41
CCc1ccc(C(=O)NC(C(=O)NCC2CCCO2)C(C)C)cc1 (centres undefined)	6%	1.4%	i	0.4	1.1	-3%	-9%	-0.4	67	0.3%	i	39
CC(/C=N/NC(=O)c1cc(C(C)C)[nH]n1)=C\c1ccccc1	0%	2.7%	i	0.8	1.3	-2%	22%	-2.6	66	-0.2%	i	46
COc1cnc(-c2ccccn2)nc1Sc1ccc(Cl)cc1	21%	-1.9%	i	1.4	1.1	7%	1%	7.5	79	0.2%	i	15
Cc1cc(C)nc(/N=C(/NC(=O)c2ccccc2)Nc2ccccc2)n1	15%	1.2%	i	2.6	1.1	-1%	2%	6.4	68	-6.5%	i	36
COc1ccc(/C(N)=N/OC(=O)c2ccc(C)c([N+](=O)[O-])c2)cc1	8%	1.4%	i	0.4	1	11%	-2%	3.5	41	2.0%	i	31
COc1ccc(S(=O)(=O)N(CC(=O)N2CCN(c3ccccc3OC)CC2)c2ccccc2)cc1	9%	1.9%	i	1.3	1	5%	6%	0.3	64	3.8%	i	17
Cc1cc(=O)oc2cc(OCC(=O)OCC(=O)Nc3ccc(C(C)C)cc3)ccc12	10%	0.1%	i	0.3	1	12%	5%	0.8	86	0.1%	i	41
O=C(c1cc2ccc([N+](=O)[O-])cc2oc1=O)N1CCOCC1	28%	1.0%	i	0.5	1	3%	-3%	-0.3	33	0.5%	i	58
CCOC(=O)C1=CN(Cc2ccco2)S(=O)(=O)NC1c1ccc(Br)cc1F (centres undefined)	·	·	i	2.8	·	2%	·	0.9	58	0.0%	·	·
O=C(CN1C(=O)c2ccccc2C1=O)N1CCN=C1c1ccccc1	12%	0.0%	i	0.9	·	-12%	-6%	0.5	48	-3.1%	i	25
CCS(=O)(=O)NCCc1csc(-c2cccnc2)n1	2%	1.1%	i	2.1	1.1	0%	-6%	-0.4	99	0.7%	i	43
O=C(c1cc(COc2cccc(C(F)(F)F)c2)on1)N1C[C@@H]2CCC[C@H]1C2	15%	9.1%	i	0.6	·	6%	-4%	8.0	75	-0.1%	i	65
CCN(C(=O)Cn1c(=O)oc2ccccc21)c1c(N)n(Cc2ccccc2)c(=O)[nH]c1=O	·	-0.6%	i	1.2	·	1%	·	2.9	58	-0.2%[50 µM]	i	6
CC(C)CN1C(=O)NC(NC(=O)c2cccnc2)(C(F)(F)F)C1=O (centres undefined)	-1%	-0.3%	i	10	1.1	2%	-9%	-1.0	76	-0.5%	i	13
Cc1ccc(-c2cc(C(=O)N/N=C/c3c[nH]c4ccccc34)n[nH]2)o1	17%	7.1%	i	0.2	0.9	6%	-6%	1.7	81	-0.1%	i	65
CCOC(=O)CSc1nc2ccccc2c(=O)n1CC1CCCO1 (centres undefined)	3%	0.8%	i	0.6	1.1	8%	9%	-3.5	54	0.5%	i	16
CCOC(=O)Cc1nnc(NCc2ccccc2)c2ccccc12	4%	5.5%	i	1.0	·	7%	-4%	0.9	71	-0.4%	i	25
O=C1Nc2ccccc2N(O)N1c1ccc(S(=O)(=O)N2CCOCC2)cc1	7%	-0.1%	i	0.1	1.1	0%	5%	1.4	47	4.7%	i	47
c1ccc2oc(-c3ccc(Nc4nc(N5CCCC5)nc(N5CCOCC5)n4)cc3)nc2c1	7%	-1.0%	·	·	1	·	-3%	3.4	59	·	i	58
Cc1ccc(CSCC(=O)N(CCC(C)C)c2c(N)n(Cc3ccccc3)c(=O)[nH]c2=O)cc1	14%	-2.0%	i	0.6	·	7%	-1%	0.1	62	0.6%[50 µM]	i	52
CCN(CC)S(=O)(=O)c1ccc(F)cc1	0%	2.0%	i	1.5	1.1	0%	6%	-0.2	76	1.4%	i	37
O=C(NNC(=O)c1cc(-c2cccnc2)nc2ccccc12)Nc1ccc(Cl)cc1	8%	9.4%	i	0.7	2	14%	4%	7.1	49	0.5%	i	51
CC(Oc1ccc(Cl)cc1)c1ccnn1S(=O)(=O)c1ccccc1 (centres undefined)	-7%	7.8%	i	1.4	1	1%	33%	-0.2	86	-0.1%	i	43
CSc1ccccc1C(=O)Nc1nc2ccccc2[nH]1	25%	0.2%	i	0.4	1.6	6%	1%	1.4	47	0.5%	i	15
CCCCOc1c(Br)cc(/C=N/O)cc1OCC	7%	1.7%	i	0.5	1.1	6%	4%	5.8	71	-0.9%	i	52
CCC(C)[C@H](NC(=O)NCCC1=CCCCC1)C(=O)OC (some centres undefined)	0%	1.3%	i	0.6	·	3%	-5%	-1.7	54	-1.0%	i	29
COC(=O)CNC(=O)C12CC3CC(C1)CC(c1ccc(C)cc1)(C3)C2	6%	2.3%	i	0.3	1	-2%	-2%	2.4	62	0.5%	i	26
CNC(=O)c1sc(-c2ccccc2)nc1C	0%	3.7%	i	0.7	1.1	11%	-7%	-1.3	42	-0.4%	i	45
NS(=O)(=O)c1ccc(NC(=O)c2ccc(S(=O)(=O)N3CCOCC3)o2)cc1	13%	·	i	0.7	·	·	-11%	0.2	43	·	i	37
CCOC(=O)C1=C(CN2CCN(C(=O)c3ccco3)CC2)NC(=O)NC1c1ccc(OC(C)C)cc1 (centres undefined)	9%	4.7%	i	3.8	·	-6%	-4%	-0.8	42	-0.1%	i	25
CCOc1cccc(NC(=O)C(Cc2cccs2)c2nn[nH]n2)c1 (centres undefined)	22%	1.4%	i	0.5	1.2	3%	-7%	1.8	88	0.4%	i	37

An excerpt from above in order of number of heavy atoms, falling:
SMILES	Large T inhibition	RSV antiviral HEp-2	Myeloid diff MLP	Myeloid diff MLP GFP+ MAC1+ %	TNAP activators	Rac1 GTP hydrolysis	Salmonella PhoP GFP	NTR1 ag	NTR1 ag cell count 20 µM	K1F lysis inhibition	T cell HTS	T cell HTS vesicle-bound %
CCOC(=O)C1=C(CN2CCN(C(=O)c3ccco3)CC2)NC(=O)NC1c1ccc(OC(C)C)cc1 (centres undefined)	9%	4.7%	i	3.8	·	-6%	-4%	-0.8	42	-0.1%	i	25
c1ccc2oc(-c3ccc(Nc4nc(N5CCCC5)nc(N5CCOCC5)n4)cc3)nc2c1	7%	-1.0%	·	·	1	·	-3%	3.4	59	·	i	58
O=C1Nc2ccccc2N(O)N1c1ccc(S(=O)(=O)N2CCOCC2)cc1	7%	-0.1%	i	0.1	1.1	0%	5%	1.4	47	4.7%	i	47
Cc1ccc(-c2cc(C(=O)N/N=C/c3c[nH]c4ccccc34)n[nH]2)o1	17%	7.1%	i	0.2	0.9	6%	-6%	1.7	81	-0.1%	i	65
CC(C)CN1C(=O)NC(NC(=O)c2cccnc2)(C(F)(F)F)C1=O (centres undefined)	-1%	-0.3%	i	10	1.1	2%	-9%	-1.0	76	-0.5%	i	13
CNC(=O)c1sc(-c2ccccc2)nc1C	0%	3.7%	i	0.7	1.1	11%	-7%	-1.3	42	-0.4%	i	45
CCN(CC)S(=O)(=O)c1ccc(F)cc1	0%	2.0%	i	1.5	1.1	0%	6%	-0.2	76	1.4%	i	37

The results go on:
SMILES	Large T inhibition	RSV antiviral HEp-2	Myeloid diff MLP	Myeloid diff MLP GFP+ MAC1+ %	TNAP activators	Rac1 GTP hydrolysis	Salmonella PhoP GFP	NTR1 ag	NTR1 ag cell count 20 µM	K1F lysis inhibition	T cell HTS	T cell HTS vesicle-bound %
Cc1noc(NS(=O)(=O)c2ccc(NC(=O)c3nn(-c4ccc(F)cc4)ccc3=O)cc2)c1C	·	2.1%	i	1.1	·	2%	0%	-0.1	46	-0.2%	i	8
Cc1oc2c(c(C)cc3oc(=O)c(CC(=O)NCC(=O)NCC(=O)NCC(C)O)c(C)c32)c1C (centres undefined)	3%	0.7%	i	0.1	·	8%	11%	0.4	95	-0.5%[50 µM]	i	34
CSCC[C@@H](C(=O)NCCCCCCCCCCC(=O)N1CCN(C(=O)OC(C)(C)C)CC1)n1cc(CCO)nn1	9%	0.4%	i	1.3	·	6%	-2%	6.0	107	1.7%	i	17
COc1ccc(C(CNC(=O)COc2ccc(C)c(C)c2)N2CCCCC2)cc1 (centres undefined)	12%	1.4%	i	0.6	·	10%	-7%	0.7	74	0.8%	i	9
COc1[nH]c(/N=C/c2ccccc2)c(C#N)c1C#N	25%	1.0%	i	1.0	1.1	4%	-97%	-0.6	84	-0.3%	i	16
CCOC(=O)c1c(CSc2ccccc2)n(C)c2ccc(O)cc12	6%	1.5%	i	0.6	·	5%	2%	0.5	48	0.3%	i	4
O=C(COc1ccccc1)NC1CCS(=O)(=O)C1 (centres undefined)	25%	1.9%	i	0.9	1.1	3%	2%	1.3	46	-0.5%	i	35
COc1ccc(CNC(=O)C2CCCN(S(=O)(=O)c3c(C)nn(C)c3C)C2)cc1 (centres undefined)	-1%	0.7%	i	0.9	1.2	6%	0%	6.7	46	0.1%	i	22
O=C(Nc1ccccc1)OCCOc1cccc(Br)c1	5%	1.9%	i	0.3	·	16%	2%	0.9	72	-1.6%	i	43

Source: PubChem (several laboratories)
